TRPM1 prom inh = MITF TRPM1 promoter inhibition in SK-MEL-5 cells; SK-MEL-5 TRPM1 promoter luciferase, 24 h; 330,000 tested, 0.83% active; inhibition, % at 12.5 µM;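 active = mean inhibition across replicates of 60% or more, whatever share of single replicates reaches that level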; note: values of inactives mirror those of a sister screen read the other way
CF NFkB inh = blocks PAF-induced NF-kB reporter in cystic fibrosis cells. KKLEB NF-kB-GFP reporter, GFP fluorescence overnight. inhibition, % at 5 µM. 360,000 tested, 0.86% active;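 active = at least 50% inhibition at 5 µM, scaled per plate between neutral and stimulator controls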;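 note: PAF is a Pseudomonas aeruginosa culture filtrate used as stimulus; plate controls were PAF-stimulated DMSO wells for no effect and unstimulated DMSO wells for full effect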
HIF-2a inh = blocks HIF-2a reporter activity | AID 624352 | inhibition, % at 18.8 µM | 360,000 tested, 0.72% active | 786-0 RCC cells HIF-2a reporter, luciferase luminescence, overnight;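 active = inhibition of the luminescence signal of 40% or more relative to plate controls, in a single-dose primary screen at 18.75 µM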
TRAIL sens C8 = caspase-8 TRAIL sensitization; 360,000 tested, 1% active; NB7+C8 cells + TRAIL, ATPlite viability luminescence; inhibition (viability loss, TRAIL sensitization), % at 10 µM;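 active = compounds causing at least 50% loss of cell viability in the single-dose screen, relative to plate controls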
NR2E3 ag-1 = NR2E3 (human) agonism; Q9Y5X4; AID 2300; inhibition of corepressor binding, % at 4.78 µM; GST-NR2E3/biotin-RetCOR TR-FRET, 1536-well; 320,000 tested, 0.12% active;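 active = percent inhibition above the cutoff of mean plus 3 SD of all tested compounds, set per screening campaign, cut at about 20% in these data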;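 note: 0% = DMSO wells and 100% = biotin wells as full block of FRET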
Target sequence (Q9Y5X4 whole entry, looked up): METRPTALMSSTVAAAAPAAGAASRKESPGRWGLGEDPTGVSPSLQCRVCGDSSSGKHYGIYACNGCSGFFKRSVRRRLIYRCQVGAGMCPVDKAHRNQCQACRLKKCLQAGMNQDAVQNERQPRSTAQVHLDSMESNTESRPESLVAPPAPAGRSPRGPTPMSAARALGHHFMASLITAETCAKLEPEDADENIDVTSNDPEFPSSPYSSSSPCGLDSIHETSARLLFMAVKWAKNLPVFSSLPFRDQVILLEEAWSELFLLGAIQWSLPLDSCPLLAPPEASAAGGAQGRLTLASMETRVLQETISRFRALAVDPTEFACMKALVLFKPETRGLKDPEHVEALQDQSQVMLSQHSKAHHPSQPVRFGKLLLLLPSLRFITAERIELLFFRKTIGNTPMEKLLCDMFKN
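System: GST-tagged NR2E3 plus biotinylated RetCOR corepressor; Amount: 1.35 nM GST-tagged NR2E3 final; Dosing: single nominal compound dose of 4.8 µM; Schedule: 5 h incubation at 4 °C; Technique: TR-FRET with europium anti-GST and streptavidin-D2, 340 nm excitation; Controls: biotin wells as high control, 0.6% DMSO wells as low control.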
iPSC survival up = hiPSC single-cell survival enhancement | survival enhancement, % at 20 µM | 360,000 tested, 0.044% active | ATPlite luminescence; 100% = ROCK inhibitor wells, 0% = DMSO; in the data active = survival enhancement above about 18%;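 note: cells exposed to compounds for 16 hours before the ATP read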
EBV LMP1 NFkB = inhibitors of Epstein-Barr LMP1-induced NF-kappaB reporter; 350,000 tested, 0.69% active; inhibition, % at 12.5 µM; AID 504558; LMP1-induced NF-kappaB luciferase reporter cells, luminescence; in the data active = inhibition above about 41%;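 note: 0% = neutral control wells and 100% = reference inhibitor control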
NR2E3 ag-2 = activates human NR2E3 receptor | AID 602229 | inhibition of corepressor binding, % at 3.98 µM | 360,000 tested, 0.35% active | Q9Y5X4 | CHO-S Gal4-NCOR/VP16-NR2E3 two-hybrid, luciferase;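 active = inhibition above the mean of all tested compounds plus 3 SD, cut at about 70% in these data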;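 note: 0% = DMSO with NR2E3 transfected cells and 100% = cells lacking NR2E3 construct; higher means lower luciferase signal from less NR2E3 corepressor binding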
Peg3 prom inh = inhibitors of Peg3 promoter; HeLa PEG-Prom luciferase reporter, luminescence, overnight; AID 588405; inhibition, % at 20 µM; 360,000 tested, 1.7% active;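 active = inhibition of at least 50% at 20 µM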
Shn3 3UTR inh = inhibitors of Schnurri-3 3'UTR reporter in osteoblasts; 360,000 tested, 0.52% active; inhibition, % at 12.5 µM; Clone20 osteoblast Shn3 3'UTR firefly luciferase, 24 h;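 active = mean inhibition of at least 75% with every replicate also reaching 75%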;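 note: 0% = median of neutral control wells and 100% = pilot-screen positive control compound; some compounds past the cut are filed as inactive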
KKLEB tox = counter-screen for CF NF-kB inhibitors: cytotoxicity | KKLEB CF airway cells viability, ATPlite luminescence, overnight; active compounds read low; cells stimulated with P. aeruginosa culture filtrate | 360,000 tested, 0.36% active | activity change (cytotoxicity), % at 5 µM;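 active = corrected activity change at or below -50% at 5 µM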
Starred values were filed as active, the others as inactive; x = no result given. Only part of the results is shown; the hit share may differ from the screen's.

SMILES	TRPM1 prom inh	CF NFkB inh	HIF-2a inh	TRAIL sens C8	NR2E3 ag-1	iPSC survival up	EBV LMP1 NFkB	NR2E3 ag-2	Peg3 prom inh	Shn3 3UTR inh	KKLEB tox
Cc1cc(C(=O)Nc2c(F)cc(F)cc2Br)n(-c2ccccc2)n1	14.3	0.9	12.3	-9.9	-1.5	0.6	-2.7	-7.1	1.1	5.2	-11.9
CCC(C(=O)OCC(=O)NC(=O)c1ccccc1)c1ccccc1 (configuration not stated)	8.1	1.1	9.4	4.9	-3.5	-0.5	1.9	7.7	-5.8	-17.8	-14.6
Cc1ccc(C(=O)COC(=O)c2ccco2)cc1C	-74.7	-19.7	-18.8	-12.8	-1.3	-0.4	-8.6	-28.3	-182.7	-44.0	5.2
CCC(C)Sc1ccc([C@H]2N[C@@](Cc3ccccc3)(C(=O)OC)[C@H]3C(=O)N(C)C(=O)[C@@H]23)cc1 (some centres not stated)	-6.9	4.2	6.0	-4.6	0.7	-1.7	9.0	-2.4	22.7	-13.6	8.5
CCCCSCCCNC(=O)c1ccc(CS(=O)(=O)c2ccccc2OC)o1	15.1	-8.5	17.6	-11.5	1.6	0.6	-0.5	-46.6	18.1	20.0	-3.8
Cc1cc(NC(=O)c2ccc([N+](=O)[O-])cc2)n(C)n1	4.3	2.6	7.1	-7.0	-1.6	-0.6	-1.5	-27.9	-9.4	-0.3	8.4
COC(=O)c1cn(Cc2cccnc2)c(=O)c2ccccc12	7.4	11.1	15.8	1.9	2.2	0.7	-4.7	19.0	6.7	4.2	-8.1
Cc1cc(C)cc(C(=O)Nc2nc3ccccc3[nH]2)c1	-49.2	-10.1	-255.2	50.4*	-1.3	-0.6	-6.0	-101.3	-307.3	15.1	-3.2
CC(=O)OCC#CCSc1nc2ccccc2n1C	7.6	2.6	-4.1	-5.6	1.3	-0.6	-2.4	-9.6	-70.3	-10.6	-4.3
Cc1onc(-c2ccccc2Cl)c1C(=O)OCc1nnc(-c2ccccc2)o1	-24.8	5.8	-49.1	3.3	2.5	0.5	-2.0	-2.1	-18.2	-2.0	9.1
O=C(CSC1CC(=O)N(c2ccc(C(=O)O)cc2)C1=O)Nc1ccc(Cl)cc1 (configuration not stated)	-1.2	8.1	5.1	-1.1	-1.1	1.7	-10.0	-13.4	4.3	-11.6	3.0
CCC(=O)Nc1nc2c(c(=O)[nH]1)CCCC2	3.7	2.8	8.0	0.6	6.5	0.2	5.5	-1.4	-2.5	5.9	-9.7
Cc1cccc(NC(=O)c2ccc3c(c2)C(=O)N(c2ccccc2C)C3=O)n1	-13.7	5.9	-46.6	1.7	1.8	-0.5	-7.9	-13.4	-26.0	-4.2	7.9
CC(C(=O)N1CCOCCOCCOCCOCCOCC1)N1C(=O)c2ccccc2C1=O (configuration not stated)	-5.0	-13.3	11.2	1.2	1.0	0.1	6.3	15.5	2.6	20.1	-0.4
Cc1cc2c(cc1S(=O)(=O)N(C)C1CCCCC1)OCC(=O)N2	x	-8.1	7.8	8.5	-0.4	-1.3	-1.7	11.3	3.2	-2.6	6.1
COc1cccc(CNC(=O)CCC2CCCN(Cc3cc4ccccc4o3)C2)c1 (configuration not stated)	4.7	7.9	1.1	5.2	0.3	-1.3	1.3	-8.2	14.8	32.4	0.6
COCCC(=O)N1CCC(Oc2ccc(C(=O)N3CCCCC3CCO)cc2)CC1 (configuration not stated)	2.9	-22.0	6.0	8.6	2.0	0.2	-2.2	-13.7	20.7	-8.6	8.7
Cc1ccc(OCC(=O)Oc2ccc(C(C)C)cc2)cc1	-21.5	-1.8	19.7	0.2	-1.5	-0.4	-1.7	-23.7	11.4	-5.4	5.6
CC1CCN(S(=O)(=O)c2ccc3nc(-c4ccccn4)cc(C(=O)NCCN(C)Cc4ccccc4)c3c2)CC1	24.0	-5.0	15.7	16.2	x	-4.6	-70.9	12.7	45.5	16.9	-34.1
O=C(CSc1nnc(NC(=O)c2ccccc2F)s1)NCc1ccc(F)cc1	-8.6	-8.9	-158.5	35.8	0.0	-0.5	-12.6	-21.6	-93.6	-80.6	-4.4
Cc1ccc(NC(=S)N(CCCN2CCCC2)Cc2cccn2Cc2ccc(Cl)cc2)cc1	15.4	29.7	-20.8	-10.0	-0.8	-0.4	8.9	1.3	83.4*	18.4	-26.0
Nc1ccccc1SC(CC(=O)c1ccccc1)c1cccc([N+](=O)[O-])c1 (configuration not stated)	x	36.6	-94.4	8.3	x	1.0	6.9	-69.8	8.3	-10.3	-16.2
Cc1ccc(S(=O)(=O)N2CCC(=O)N(C(COCc3cccc(C)c3)C(C)C)CC2)cc1 (configuration not stated)	-4.1	17.8	3.9	-12.7	3.2	6.3	-1.8	10.4	25.8	6.3	-17.9
CC1CCc2sc(C(=O)NCC(C)(C)N3CCOCC3)cc2C1 (configuration not stated)	1.7	6.4	-8.7	3.1	-0.1	0.5	-4.9	9.3	0.3	-18.4	5.6
O=C(Cc1ccc(S(=O)(=O)N2CCOCC2)s1)NC1CCCCC1	9.6	-1.7	12.3	-10.9	-2.0	-0.2	-5.4	-14.3	13.4	1.3	5.4

Part of the list above, limited to NR2E3 ag-2 and TRAIL sens C8.
smiles	NR2E3 ag-2	TRAIL sens C8
Cc1ccc(OCC(=O)Oc2ccc(C(C)C)cc2)cc1	-23.7	0.2
CC(C(=O)N1CCOCCOCCOCCOCCOCC1)N1C(=O)c2ccccc2C1=O (configuration not stated)	15.5	1.2

Next entries.
SMILES	TRPM1 prom inh	CF NFkB inh	HIF-2a inh	TRAIL sens C8	NR2E3 ag-1	iPSC survival up	EBV LMP1 NFkB	NR2E3 ag-2	Peg3 prom inh	Shn3 3UTR inh	KKLEB tox
CC1(NC(=O)c2ccccc2)CCN(CCCc2ccccc2)C1=O (configuration not stated)	-22.5	-7.7	0.8	-5.4	0.3	-2.2	-1.1	7.6	4.7	-0.4	-7.6
O=C(NCc1nnc(SC/C=C/c2ccccc2)o1)c1ccco1	9.9	-4.6	7.4	5.0	1.7	-1.8	1.9	3.1	12.1	3.8	0.5
COc1ccc(NC(=O)CSc2nncn2C)cc1OC	1.6	-10.7	20.9	-10.0	2.7	2.2	-2.9	-2.5	10.6	-8.2	5.1
Cc1onc(-c2ccccc2)c1C(=O)Nc1ccc2c(C)cc(=O)oc2c1	-9.8	-2.8	12.0	6.6	3.5	2.2	-0.5	-4.6	13.9	-15.2	1.9
O=C(COc1ccccc1)N=C1SC2CS(=O)(=O)CC2N1c1cccc(F)c1 (configuration not stated)	2.6	4.7	1.1	-0.2	-0.5	0.0	-3.6	-4.2	7.1	-15.5	-13.6
CCCCCn1c2nc3ccccc3nc2c2c(=O)n(CC(C)C)cnc21	4.0	2.5	7.5	5.8	0.2	-3.6	-7.8	-13.3	6.3	13.9	-13.5
CCOC(=O)Cn1cc(C(=O)C(C)(C)C)c2ccccc21	x	-17.4	-0.5	-0.6	0.2	3.7	5.4	-4.7	-0.8	-4.7	4.3
Cc1cc(N2C(=O)C(O)=C(C(=O)c3ccco3)C2c2ccc(Cl)cc2)no1 (configuration not stated)	-6.4	12.5	3.5	1.9	17.3	-0.1	9.5	-2.0	1.2	10.1	-2.0
CC(=O)c1cccc(NC(=O)CSCc2ccccc2)c1	-58.4	-2.1	-125.6	-2.9	0.9	-3.1	-5.3	0.9	-143.6	-33.4	0.5
COc1ccccc1OCC(=O)NNC(=O)c1ccc2c(=O)n3c(nc2c1)CCC3	-2.5	-2.9	6.3	1.8	3.2	-0.3	-4.5	-30.0	-3.7	0.7	-6.5
COC(C[C@H](O)[C@@H](C)[C@@H](O)COCc1ccccc1)OC	-4.4	10.4	4.3	10.0	x	-1.8	0.4	-29.2	-1.9	-17.8	4.5
O=C(Cn1c(=O)oc2cc(S(=O)(=O)N3CCc4ccccc43)ccc21)NC1CCCC1	2.8	4.9	0.2	-12.2	2.4	-1.5	-20.4	-2.6	5.9	8.3	4.3
CC(C)(C)c1ccc(OCC(=O)N/N=C/c2ccsc2)cc1	-9.6	4.8	-22.3	5.1	-2.7	-1.4	-17.3	-10.3	-26.4	19.2	-3.9
CCOC(=O)C1CCN(S(=O)(=O)c2c(C)n[nH]c2C)CC1	8.4	1.4	15.3	-0.6	-1.5	-1.0	0.6	-10.6	9.4	-22.8	7.0
CC(C)c1ccc(N(CC(=O)NC(C)(C)C)C(=O)CCC(=O)Nc2nccs2)cc1	5.9	14.6	18.4	4.6	-2.9	1.3	-8.6	-13.5	-0.3	16.0	-11.6
COc1ccc(N2CCN(c3ccc(N)cc3C#N)CC2)cc1	-6.9	0.5	-1.6	-13.9	-2.0	-2.6	-4.6	17.4	-4.2	9.6	6.2
O=C(NN=C1CCCC1)c1cccc(Br)c1	-4.8	2.3	14.2	6.7	2.7	-0.5	-3.7	-40.3	4.0	-20.4	-7.1
COC(=O)CN1C(=O)Nc2ccc(Br)cc2C1c1ccccc1Cl (configuration not stated)	8.5	-2.9	28.2	-11.4	-1.4	4.8	-0.9	-6.0	34.1	23.5	-21.8
CC(C)CC(OC(=O)c1ccco1)C(=O)NC1CCCC1 (configuration not stated)	-3.9	1.9	11.8	-8.3	1.8	-0.5	-4.0	9.9	24.9	3.4	-4.1
CCC(O)(c1ccc(OC)cc1)C(CN1CCOCC1)c1ccccc1 (configuration not stated)	3.1	-3.9	12.8	0.6	2.3	0.0	9.6	-25.1	14.1	8.4	-0.9
COc1ccc(OC)c(C=NNC(=O)NN=Cc2cc(OC)ccc2OC)c1	x	5.6	-13.7	10.3	x	3.8	7.2	20.5	-13.6	-3.9	7.1
Cc1ccc(SCCNC(=O)c2ccc([N+](=O)[O-])c(C)c2)cc1	7.5	-3.0	10.9	2.1	-0.6	0.1	1.5	-30.9	17.2	10.3	-6.7
OCCn1c(SC2CCCCC2)nc2ccccc21	-3.5	10.3	0.5	-19.9	-0.5	5.8	2.1	-18.1	16.4	15.2	-5.6
CN(C)/C=C(/C(=O)c1ccc(Cl)cc1)S(=O)(=O)c1ccccc1	-77.3	4.2	-146.6	-10.5	-0.1	3.0	-14.0	-27.4	-130.5	-18.4	-3.2
CC12CCC(C(=O)Nc3cccnc3)(CC1=O)C2(C)C (configuration not stated)	6.1	-3.4	14.6	-0.2	0.0	5.5	-6.2	-26.4	19.9	-12.4	4.0
O=C1NCCN1Cc1ccccc1F	9.9	-6.2	-13.9	-3.1	-0.9	0.5	-3.3	-16.7	7.6	-4.2	-4.3
COc1ccc(NC(=O)CCCc2c[nH]c3ccccc23)cc1OC	2.1	0.5	4.8	-1.5	0.3	2.4	4.1	-8.6	2.2	15.4	-5.2

No new results follow: entries from further up.
SMILES	TRPM1 prom inh	CF NFkB inh	HIF-2a inh	TRAIL sens C8	NR2E3 ag-1	iPSC survival up	EBV LMP1 NFkB	NR2E3 ag-2	Peg3 prom inh	Shn3 3UTR inh	KKLEB tox
CC12CCC(C(=O)Nc3cccnc3)(CC1=O)C2(C)C (configuration not stated)	6.1	-3.4	14.6	-0.2	0.0	5.5	-6.2	-26.4	19.9	-12.4	4.0
O=C1NCCN1Cc1ccccc1F	9.9	-6.2	-13.9	-3.1	-0.9	0.5	-3.3	-16.7	7.6	-4.2	-4.3
COc1ccc(NC(=O)CCCc2c[nH]c3ccccc23)cc1OC	2.1	0.5	4.8	-1.5	0.3	2.4	4.1	-8.6	2.2	15.4	-5.2

From PubChem
